Compound activity from PubChem BioAssay.
OX1R antag-1 = antagonists of human orexin 1 receptor (OX1R). O43613. OX1R-expressing cells, FRET antagonist read-out. inhibition, % at 6.6 µM. 1.8% of 330,000 active. AID 485270; in the data active = inhibition mostly above about 38%, no sharp cut-off; inactive = mostly below about 40%;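 also: 0% = agonist challenge alone and 100% = reference antagonist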
Target sequence (O43613 whole entry, looked up): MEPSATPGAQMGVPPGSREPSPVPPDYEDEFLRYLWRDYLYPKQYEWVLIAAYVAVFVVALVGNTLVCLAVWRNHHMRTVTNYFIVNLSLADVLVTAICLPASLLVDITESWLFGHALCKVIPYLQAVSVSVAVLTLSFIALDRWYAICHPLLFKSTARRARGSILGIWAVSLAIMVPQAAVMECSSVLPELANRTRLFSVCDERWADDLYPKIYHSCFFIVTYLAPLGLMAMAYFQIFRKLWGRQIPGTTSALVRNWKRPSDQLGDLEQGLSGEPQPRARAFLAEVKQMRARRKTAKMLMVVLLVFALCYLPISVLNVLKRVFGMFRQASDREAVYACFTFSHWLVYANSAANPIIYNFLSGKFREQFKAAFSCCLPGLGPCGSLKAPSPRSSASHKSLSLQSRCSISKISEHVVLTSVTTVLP
OX1R antag-2 = antagonists of human orexin 1 receptor | inhibition, % at 5 µM | AID 434989 | CHO/OX1R cells, Fluo-8 calcium fluorescence, orexin A | O43613 | 0.43% of 330,000 active;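 active = inhibition above its plate's threshold, mean inhibition of all tested compounds on the plate plus 3 SD, cut at about 37% in these data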;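 also: 0% = orexin A challenge wells and 100% = SB-334867-A antagonist wells; not every result past the cut was called active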
Numbers without * were called inactive; & = joins results of further samples.

SMILES	OX1R antag-1	OX1R antag-2
COc1ccc(-c2csc(Cc3nnc(N4CCOCC4)n3-c3ccccc3)n2)cc1	11	-23
O=C(O)CCNC(=S)Nc1cccc(F)c1	11	2
NNc1nc2sc3c(c2c(=O)n1C1CCCCC1)CCN(Cc1ccccc1)C3	24	-46
CCC(C)NCCCOc1ccc(Cl)cc1C(C)(C)C (stereo unspecified)	4	-8
Cc1ccc(C(c2sc3nc(C)nn3c2O)N2CCN(CCO)CC2)cc1 (stereo unspecified)	13	0
COc1ccc(OCCSc2nnc(-c3cccnc3)n2N)cc1	16	-3
CSc1nsc(SCC(=O)Nc2ccc(OC(C)=O)cc2)n1	16	-5
CC(=O)N/C(=C\c1ccccc1)C(=O)OCCCOC(=O)/C(=C/c1ccccc1)NC(C)=O	37	-8
COC(=O)CCC(=O)NC(=S)Nc1sc(C)c(C)c1C(N)=O	2	-11
CC(=O)Nc1ccc(S(=O)(=O)NCCC(=O)N2CCC(Cc3ccccc3)CC2)cc1	2	3
COc1ccc(Cl)cc1NC(=O)C1CCN(C(=O)C2CC(=O)N(c3ccc(C)cc3)C2)CC1 (stereo unspecified)	0	-26
CCOC(=O)c1ccc(Nc2cc(C)nc(-c3ccccc3O)n2)cc1	21	-34
CC(C)OC(=O)COc1cc(O)c2c(=O)cc(-c3ccccc3)oc2c1	8	-17
CCOc1ccc(C2C=C(c3ccccc3)Nc3ncnn32)cc1 (stereo unspecified)	26	-9
CCOc1ccccc1NC(=O)C1CCCN1S(=O)(=O)c1ccccc1C(F)(F)F (stereo unspecified)	79*	76*
COc1ccc(OC)c(N2C(N)=C(C#N)C(c3ccc(OC)c(O)c3)C3=C2CC(C)(C)CC3=O)c1 (stereo unspecified)	13	-29
COc1ccc(-n2c(Cc3ccccc3)nnc2SCc2ccc([N+](=O)[O-])cc2)cc1	14	-24
CC(=O)c1cccc(NC(=O)C2CCN(S(=O)(=O)c3c(C)n[nH]c3C)CC2)c1	10	25
COc1ccc(N(CC(=O)N2CCN(c3ccc(Cl)cc3)CC2)S(=O)(=O)c2c(C)noc2C)cc1	26	16
CCN1CCCC1CNC(=O)C(=O)NCCc1ccc(OC)c(OC)c1 (stereo unspecified)	18	-14
COC(=O)[C@@H]1C[C@@]2(O)[C@@H](O)[C@@H](O)[C@@H](O)C[C@H]2N1Cc1ccc(Cl)cc1	5	-19
CC(=O)c1ccc(NC(=O)C2(c3ccccc3)CCOCC2)cc1	8	-11
Cc1cc(C)cc(NC(=O)CCC(=O)N2CCSc3ccccc32)c1	24	-9
COc1ccc(NS(=O)(=O)c2cc(N)ccc2N2CCCCC2)cc1	2	-3
Cc1cccc(Nc2nc(N3CCOCC3)nc(N3CCOCC3)n2)c1	-3	-24
CC(C)C[C@H](N)c1nnc(S(=O)(=O)Cc2ccc(F)cc2)o1	3	3
O=C(Nc1ccc(C(=O)O)cc1)Nc1cccc([N+](=O)[O-])c1	18	-14
C/C=C(\C)CN1CCC(n2nccc2NC(=O)CCc2ccccc2)CC1	4	-28
CCOC(=O)c1ccc(NS(=O)(=O)c2ccc3c(c2)NC(=O)CCS3)cc1	8	-33
COC(=O)c1ccc(/C=N/N2C(C)CCCC2C)cc1 (stereo unspecified)	10	-24
CCCN(C(=O)CSc1nnc(-c2ccoc2C)n1N)C1CCS(=O)(=O)C1 (stereo unspecified)	12	-2
CCOC(=O)C1=C(C)Nc2nc(SCC)nn2C1c1ccc(OC)cc1 (stereo unspecified)	8	-31
O=C(O)C1C(c2ccccc2)C(C(=O)N2CCOCC2)C1c1ccccc1 (stereo unspecified)	11	-1
COc1ccc(OCC(O)CNS(=O)(=O)c2cccc(Cl)c2)cc1 (stereo unspecified)	6	-18
CC(NC(=O)CN(C)Cc1nc2ccccc2c(=O)[nH]1)c1ccccc1 (stereo unspecified)	16	-7
COc1c(O)cccc1[C@H](O)C1CCN(CCc2ccc(F)cc2)CC1	6	-5
Cc1ccc(C)c(/C=C2\CCn3c2nc2cc(C(=O)O)ccc2c3=O)c1	3	-10
CN(C)CC/C=C1\c2ccccc2COc2ccccc21	10	-17
CN1C(=O)CSC1=Nc1cccc(C(=O)O)c1	-4	-19
COc1ccccc1NC(=O)Nc1ccc(-n2ccc(C(F)(F)F)n2)cc1	7	34

4 compounds already listed, arranged by length of the SMILES, low to high.
SMILES	OX1R antag-1	OX1R antag-2
COC(=O)CCC(=O)NC(=S)Nc1sc(C)c(C)c1C(N)=O	2	-11
Cc1cc(C)cc(NC(=O)CCC(=O)N2CCSc3ccccc32)c1	24	-9
C/C=C(\C)CN1CCC(n2nccc2NC(=O)CCc2ccccc2)CC1	4	-28
Cc1ccc(C)c(/C=C2\CCn3c2nc2cc(C(=O)O)ccc2c3=O)c1	3	-10

Going on with the list.
SMILES	OX1R antag-1	OX1R antag-2
CCOc1ccccc1NC(=O)Nc1ccncc1	13	-6
CC1CCc2c(sc(N)c2C(N)=O)C1 (stereo unspecified)	-3	9
COc1ccc([C@H]2/C=C\CN(S(C)(=O)=O)[C@@H](C)C(=O)N2Cc2ccc(F)cc2)cc1	22	1
COc1ccc(C(=O)SC2=NCCS2)cc1OC	5	2
COc1cccc(/C=N/n2nnc3c(cnn3-c3ccccc3)c2=O)c1	22	-21
CC1=C(C(=O)Nc2ccc(C)cc2C)C(c2cccc([N+](=O)[O-])c2)n2nc(C(=O)OC(C)C)nc2N1 (stereo unspecified)	2	-25
CCOc1cc(/C=C2\NC(=O)NC2=O)ccc1OC(C)C(=O)O (stereo unspecified)	42*	-12
CCCCn1c(N)c(N(CC)C(=O)c2cc(CC)c(C)s2)c(=O)[nH]c1=O	21	-23
Cc1c(CNC(=O)C2CC2)c(-n2cccc2)n(Cc2ccccc2)c1C	39	1
CCCS(=O)(=O)c1nc(C)cc(C)c1S(C)(=O)=O	6	-23
O=C(Nc1cc(-c2nc3ccccc3s2)ccc1Cl)c1ccc2c(c1)OCO2	9	-9
CSc1ccc(/C=C2\CCn3c2nc2cc(C(=O)O)ccc2c3=O)cc1	15	3
CC(=O)NCCc1c[nH]c2ccc(OCc3ccccc3)cc12	11	-4
Cc1ccc(NC(=O)NCCSc2ccc(C)cc2)cc1	16	-11
N#Cc1ccccc1OCC(=O)Nc1nnc(C2CC2)s1	4	-17
Nn1c(SCC(=O)Nc2ccc3c(c2)OCCO3)nnc1C(F)(F)F	15	-13
Cc1nc(CCNS(=O)(=O)c2cccnc2)cs1	10	-4
C=CCn1c(Cc2ccc(OC(C)C)c(Cl)c2)nnc1SCC(N)=O	46	-16
CCOC(=O)c1cn2nc(SCc3ccccc3)nc2nc1C	13	-8
Cc1nc(SCc2nc3ccccc3[nH]2)c2oc3ccccc3c2n1	79*	-8
O=S(=O)(Nc1ccccc1N1CCCCC1)c1cccs1	0	-23
COc1ccc(C=O)c(OC)c1	8	8
COc1ccc(C2C(C#N)=C(N)N(N(C)C)C3=C2C(=O)CC(C)(C)C3)cc1OC (stereo unspecified)	6	-20
O=C(N/N=C/c1c[nH]c2c1ccc1ccccc12)c1ccc([N+](=O)[O-])cc1	22	2
CN(C)CCOC(c1ccccc1)c1ccccc1	13&15	-15&-19
COc1ccccc1CNCc1cccs1	7	-10
Cc1cccc(C)c1NC(=O)COC(=O)C1CC(=O)N(Cc2ccccc2)C1 (stereo unspecified)	13	-18
CCC(C)N(C(=O)c1csnn1)C(C(=O)NCc1ccc(F)cc1)c1ccccc1F (stereo unspecified)	9	-19
CCCCc1ccc(Nc2ncccc2C#N)cc1	21	-22
CCOC(=O)c1c(C)[nH]c(C(=O)Cn2c(=O)oc3ccccc32)c1C	10	-33
Cc1nc(NCCc2ccccc2)c2nnn(Cc3ccccc3Cl)c2n1	-7	-5
O=C(CN(CC1CCCO1)C(=O)CNS(=O)(=O)c1ccc(F)cc1)NCc1ccco1 (stereo unspecified)	18	-16
CCOC(=O)Cc1sc(N)nc1C	-3	-19
CC(C)CCn1nnnc1C(c1ccc(N(C)C)cc1)N1CCN(C(=O)c2ccco2)CC1 (stereo unspecified)	13	-24
COC(=O)/C=c1\[nH]c2nnc(C)n2c1=O	10	-1
CC(=O)c1ccc(S(=O)(=O)NC2CC(=O)N(c3ccc(C)cc3)C2)cc1 (stereo unspecified)	6	-17
Cc1ccc(NC(=O)NC2CCN(S(=O)(=O)c3ccc(F)cc3)CC2)cc1	4	-10
O=C(O)c1ccccc1-c1ccccc1C(=O)NCCCO	8	13
CCOC(=O)c1sc(NC(=S)NC(=O)c2cccc(Cl)c2)c(C(=O)OCC)c1C	20	-17
Cc1nn(Cc2cccc(C(=O)N3N=C(C(F)F)CC3(O)C(F)F)c2)c(C)c1[N+](=O)[O-] (stereo unspecified)	10	-13
O=C(CSc1ncn(-c2ccccc2)n1)Nc1ccc2c(c1)OCO2	28	-15
O=S(=O)(Nc1ccc(Cc2ccncc2)cc1)c1ccc(Br)cc1	7	2
COc1ccc(NC(=O)CS(=O)CC(=O)Nc2cccc3cccnc23)cc1 (stereo unspecified)	13	-18
CCOc1cc(CO)cc(Br)c1OCC(=O)Nc1ccccc1C	5	-16
Cc1cc(-c2nc(C)c(-c3nnc(SCC(=O)Nc4cc(Cl)cc(Cl)c4)n3C)s2)no1	14	-7
CCc1[nH]nc2c1C(c1cccnc1)C(C#N)=C(N)O2 (stereo unspecified)	19	-8
O=C1CC(N2CCOCC2)C(=O)N1Cc1ccc(N2CCCC2=O)cc1 (stereo unspecified)	2	-10
CCC(=O)Nc1ccc(C(=O)Nc2cccc(C)n2)cc1	20	3
COc1ccc(C2/C(=C(/O)c3ccccc3)C(=O)C(=O)N2CCN2CCOCC2)c(OC)c1 (stereo unspecified)	12	2
COc1ccc(Cl)cc1NC(=O)CN(C)C(=O)c1cccc2cccnc12	5	-19
COc1cccc(NC(=O)N2CCCC2C(=O)NCc2ccc(Cl)cc2)c1 (stereo unspecified)	11	-21
Cc1ccc2nc(C)/c(=N\O)c(C)nc2c1	8	-26
COCCNC(=S)N1CCN(S(C)(=O)=O)CC1	8	-6
COC(=O)CCSc1cc([N+](=O)[O-])cc2c1c(C1OCCS1)nn2-c1ccccc1 (stereo unspecified)	45	-3
O=C1COc2ccc(C(=O)c3ccccc3C(=O)NCc3ccco3)cc2N1	-6	-12
Cc1nc2sc3c(c2c(=N)n1N)CC(C)(C)OC3	7	-11
COc1ccccc1-n1c(=S)[nH]c2c(sc(=S)n2-c2ccccc2C)c1=O	25	-11
Cc1nnc(SC(C)C(=O)Nc2ccc3c(c2)OCCO3)s1 (stereo unspecified)	-1	-1
Cc1ccc(S(=O)(=O)n2cnc3cc([N+](=O)[O-])ccc32)c(C)c1	32	-6
O=C(NCc1ccccc1C(F)(F)F)C1CC(c2cc(C(F)(F)F)cc(C(F)(F)F)c2)=NO1 (stereo unspecified)	36	-12

Carrying on.
SMILES	OX1R antag-1	OX1R antag-2
C[C@]1(C(=O)NCc2cc(F)cc(C(F)(F)F)c2)C=C[C@@H](Cc2ccccc2)N1C(=O)c1ccccc1	16	-31
Cc1ccccc1OCC(=O)N/N=C/c1ccco1	22	-7
O=C(Nc1ccccc1O)c1ccc2c(c1)C(=O)N(N1C(=O)c3ccccc3C1=O)C2=O	18	-2
NC(=O)CC(NC(=O)c1ccccc1)c1ccc(N2CCc3ccccc3C2)c([N+](=O)[O-])c1 (stereo unspecified)	25	-17
CC(C)N1C(=O)CN(C2CCCCCC2)C(=O)C1c1ccccc1F (stereo unspecified)	19	-26
C#CCNC(=O)C1=C[C@@H](c2coc3ccccc3c2=O)C[C@@H](OCCCCO)O1	7	-22
CCSc1nnc(Nc2ccc(C)cc2)s1	13	-15
O=C(COC(=O)CNC(=O)c1ccc(Cl)cc1)Nc1ccc(Cl)cc1C(F)(F)F	21	-23
O=C(COc1ccccc1)Nc1ccncc1	6	-11
COc1cccc2c1C(=O)c1c(O)c3c(c(O)c1C2=O)C[C@](O)(C(C)=O)C[C@H]3O[C@@H]1C[C@@H](N)[C@@H](O)[C@@H](C)O1	49*	4

In the list so far, these contain a Cl atom.
SMILES	OX1R antag-1	OX1R antag-2
CCC(C)NCCCOc1ccc(Cl)cc1C(C)(C)C (stereo unspecified)	4	-8
COc1ccc(Cl)cc1NC(=O)C1CCN(C(=O)C2CC(=O)N(c3ccc(C)cc3)C2)CC1 (stereo unspecified)	0	-26
COc1ccc(N(CC(=O)N2CCN(c3ccc(Cl)cc3)CC2)S(=O)(=O)c2c(C)noc2C)cc1	26	16
COC(=O)[C@@H]1C[C@@]2(O)[C@@H](O)[C@@H](O)[C@@H](O)C[C@H]2N1Cc1ccc(Cl)cc1	5	-19
COc1ccc(OCC(O)CNS(=O)(=O)c2cccc(Cl)c2)cc1 (stereo unspecified)	6	-18
O=C(Nc1cc(-c2nc3ccccc3s2)ccc1Cl)c1ccc2c(c1)OCO2	9	-9
C=CCn1c(Cc2ccc(OC(C)C)c(Cl)c2)nnc1SCC(N)=O	46	-16
Cc1nc(NCCc2ccccc2)c2nnn(Cc3ccccc3Cl)c2n1	-7	-5
CCOC(=O)c1sc(NC(=S)NC(=O)c2cccc(Cl)c2)c(C(=O)OCC)c1C	20	-17
Cc1cc(-c2nc(C)c(-c3nnc(SCC(=O)Nc4cc(Cl)cc(Cl)c4)n3C)s2)no1	14	-7
COc1ccc(Cl)cc1NC(=O)CN(C)C(=O)c1cccc2cccnc12	5	-19
COc1cccc(NC(=O)N2CCCC2C(=O)NCc2ccc(Cl)cc2)c1 (stereo unspecified)	11	-21
O=C(COC(=O)CNC(=O)c1ccc(Cl)cc1)Nc1ccc(Cl)cc1C(F)(F)F	21	-23
